From PubChem BioAssay
CYP2C19 act: human CYP2C19 activators, primary screen, biochemical, luminescence; Cytochrome P450 2C19 (Homo sapiens), P33261; recombinant CYP2C19, luciferin-H EGE luminescence; stronger effect = higher value; 0 = fully inhibited enzyme, 1 = untreated enzyme; activation factor at 5 µM; 96,000 tested, under 10 active;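 active = activation factor of at least 2 at 5 µM in the primary screen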;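 note: 0 = wells with 2.5 mM tranylcypromine and 1 = vehicle-only wells; values of inactives mirror those of a sister screen read the other way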
CYP2C9 activ: human CYP2C9 activators, primary screen, biochemical, luminescence. AID 1024, 2008. Cytochrome P450 2C9 (Homo sapiens), P11712. 1.4% of 96,000 active. activation factor at 5 µM. recombinant CYP2C9, luciferin-H conversion; stronger effect = higher value; factor 1 = untreated enzyme, 0 = blocked;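 active = activation factor of 2 or more for CYP2C9 at a 5 µM dose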;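 note: 0 = sulfaphenazole-blocked wells and 1 = vehicle-only wells; values of inactives mirror those of a sister screen read the other way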
EphB4 ephrin blk: EphB4-ephrin-B2 interaction antagonists, primary screen, biochemical, TNYL-RAW peptide probe, fluorescence polarization; Ephrin type-B receptor 4 (Homo sapiens), P54760; EphB4 LBD / TNYL-RAW-Alexa532 peptide; inhibition, % at 7 µM; 0.15% of 97,000 active; AID 720, 2007;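 active = inhibition above the screen-wide mean inhibition plus 3 SD, cut at about 15% in these data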;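 note: 0% = DMSO wells and 100% = excess unlabeled TNYL-RAW peptide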
Target sequence (P54760 whole entry, looked up, the tested form may be a part): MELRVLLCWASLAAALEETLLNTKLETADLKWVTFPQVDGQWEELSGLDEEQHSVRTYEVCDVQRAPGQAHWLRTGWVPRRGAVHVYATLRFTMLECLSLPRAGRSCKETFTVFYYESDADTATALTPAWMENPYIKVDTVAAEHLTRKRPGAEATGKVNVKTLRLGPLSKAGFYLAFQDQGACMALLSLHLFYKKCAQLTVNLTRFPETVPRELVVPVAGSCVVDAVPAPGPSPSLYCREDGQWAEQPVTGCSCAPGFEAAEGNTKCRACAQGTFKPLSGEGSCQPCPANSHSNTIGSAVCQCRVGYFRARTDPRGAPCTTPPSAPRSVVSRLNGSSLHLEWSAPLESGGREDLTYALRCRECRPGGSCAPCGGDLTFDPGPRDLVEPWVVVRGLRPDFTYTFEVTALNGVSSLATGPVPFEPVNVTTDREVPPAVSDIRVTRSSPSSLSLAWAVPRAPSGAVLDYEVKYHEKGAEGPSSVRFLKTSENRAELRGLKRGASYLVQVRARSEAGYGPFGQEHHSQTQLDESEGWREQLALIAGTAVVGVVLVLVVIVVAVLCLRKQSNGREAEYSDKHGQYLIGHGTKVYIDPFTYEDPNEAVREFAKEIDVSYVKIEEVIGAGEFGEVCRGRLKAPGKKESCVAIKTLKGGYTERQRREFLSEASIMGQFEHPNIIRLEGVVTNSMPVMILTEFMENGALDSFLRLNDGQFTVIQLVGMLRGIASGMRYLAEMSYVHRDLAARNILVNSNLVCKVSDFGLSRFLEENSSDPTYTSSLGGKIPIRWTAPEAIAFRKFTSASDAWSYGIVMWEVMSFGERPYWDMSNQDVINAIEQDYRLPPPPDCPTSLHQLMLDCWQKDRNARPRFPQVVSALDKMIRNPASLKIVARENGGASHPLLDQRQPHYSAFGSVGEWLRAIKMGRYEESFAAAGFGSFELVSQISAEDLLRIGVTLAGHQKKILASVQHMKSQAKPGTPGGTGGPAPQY
CYP2C19 inhib: blockers of cytochrome P450 2C19 activity – biochemical, luminescence, ADME assay, primary screen; inhibition, % at 5 µM; 21% of 96,000 active; P33261; CYP2C19 Supersomes, luciferin-H EGE luminescence, 30 min;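 active = CYP2C19 inhibition above a set limit at 5 µM in the primary screen, cut at about 50% in these data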;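 note: plate controls were negative control wells for no effect and 2.5 mM tranylcypromine positive control for full effect; values of inactives mirror those of a sister screen read the other way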
PLAP act: PLAP enzyme activators, biochemical, luminescence, HTS. activation fold at 20 µM. purified PLAP enzyme, luminescent substrate read-out; stronger effect = higher value. Alkaline phosphatase, placental type (Homo sapiens), P05187. 1.2% of 96,000 active; in the data active = activation fold above about 2
PLK1 kinase inh: human PLK1 kinase inhibitors, primary screen, biochemical, TR-FRET. Serine/threonine-protein kinase PLK1 (Homo sapiens), P53350. recombinant PLK1 kinase, TR-FRET peptide phosphorylation. inhibition, % at 10 µM. 0.53% of 97,000 active;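 active = inhibition of 50% or more in the single-concentration screen; inactive = inhibition below 50%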;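 note: 0% = DMSO max control and 100% = H-89 dihydrochloride min control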
Rev-RRE block: HIV-1 Rev-RRE binding inhibitors, primary screen, biochemical, FRET, protein-RNA interaction; AID 704, 2007; 0.79% of 97,000 active; inhibition, % at 8 µM; Rev peptide-RRE RNA binding;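 active = inhibition above the screen-wide mean plus 3 SD, cut at about 35% in these data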;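 note: 0% = median DMSO wells and 100% = median Neomycin B control wells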
Target sequence (P05866 whole entry, looked up): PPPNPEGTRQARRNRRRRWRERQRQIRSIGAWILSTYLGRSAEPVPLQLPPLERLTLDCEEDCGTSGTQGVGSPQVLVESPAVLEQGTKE
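assay system = Cy5-tagged RRE RNA duplex with fluorescein-tagged Rev peptide | incubation = 5 + 15 min at 25 °C | also added = labelled Rev peptide | measure = % inhibition of FRET ratio versus controls | benchmarks = DMSO wells as 0% and neomycin B wells as 100% inhibition | measured by = FRET fluorescence readout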
CYP2C9 inh: blockers of cytochrome P450 2C9 activity – biochemical, luminescence, ADME assay, primary screen; inhibition, % at 5 µM; CYP2C9 Supersomes, luciferin-H conversion; 20% of 96,000 active; P11712;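 active = blocking of liver enzyme CYP2C9 beyond about 50% at 5 µM, limit read from the data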; note: values of inactives mirror those of a sister screen read the other way
PLK1 PBD inh: Plk1 polo box domain binding inhibitors, primary screen, biochemical, fluorescence polarization; 0.13% of 97,000 active; Serine/threonine-protein kinase PLK1 (Homo sapiens), P53350; AID 693, 2007; Plk1 PBD phosphopeptide binding; inhibition, %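 (tested at about 20 µM)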; in the data active = inhibition above about 34%, passing the limit was not always enough
The depositor's hits bear a star; / = not tested or not shown; [ ] = another dose, or the depositor's remark.

CYP2C19 act	CYP2C9 activ	EphB4 ephrin blk	CYP2C19 inhib	PLAP act	PLK1 kinase inh	Rev-RRE block	CYP2C9 inh	PLK1 PBD inh	canonical_smiles
0.4	0	3	62*	0.9	-2	20	98*	11	Cc1ccc(-c2csc(N(CCc3ccccc3)C(=O)COc3ccccc3)n2)cc1
1	1.1	3	-3	0.8	-6	6	-6	-7	CN=C1SC(C(=O)O)CC(=O)N1C (stereo unspecified)
/	/	4	/	/	-17	6	/	19	CCC(Sc1ncccc1C(=O)O)C(=O)N1CCCC1 (stereo unspecified)
1.1	0.9	2	-14	1	-8	4	10	-5	CCCc1[nH]n(-c2nc3ccccc3s2)c(=O)c1C=NCCN1CCOCC1
0.1	0.3	/	90*	1.7	/	/	72*	/	COc1nc(N(C)C)nc(N(OC)S(=O)(=O)c2ccccc2Cl)n1
/	/	7	/	/	-9	7	/	-1	Cc1cccc2c(-c3ccccc3)cc(=O)[nH]c12
1	1	0	-1	0.8	-2	-2	0	-11	COc1ccc(/C=N/n2c(C)cc(C)c(C(N)=O)c2=O)cc1
0.6	0.8	1	42	0.9	-2	0	16	9	O=c1c2cnn(-c3ccccc3)c2ncn1Cc1ccccn1
0.3	0.7	0	73*	1	-7	4	32	-8	CC(C)NC(=O)Cn1cc(C#N)c2cc(Br)ccc21
0.8	0.4	-1	24	1	-12	4	60*	4	Fc1ccccc1N1CC(c2ccccc2)C(c2cccs2)=N1 (stereo unspecified)
0.7	0.8	-5	27	1	-7	8	16	22	Cc1cccc(C)c1NC(=O)N1CCN(c2nc3ccccc3s2)CC1
0.9	0.9	9	14	1	-6	7	12	5	CC1CCN(CCCNC(=O)c2ccc3c(=O)n(CCc4ccccc4)c(=O)[nH]c3c2)CC1
1.2	1.1	3	-22	0.9	-11	6	-12	-10	CCC(C)NC(=O)c1cnn2c1NC(c1cccs1)CC2C(F)(F)F (stereo unspecified)
/	/	8	/	/	-6	3	/	-15	Cc1ccc(S(=O)(=O)/N=C(/Nc2ccccn2)c2ccc(Cl)cc2)cc1
1	0.9	1	-4	1.2	5	1	8	-14	COc1ccc(C(=O)Nc2ccccc2)cc1S(=O)(=O)Nc1cc(C)on1
1.1	1.1	-8	-7	1.3	-5	0	-7	18	COc1ccc(C(=O)Nc2ccc3c(c2)nc(CN2CCN(C(C)=O)CC2)n3C)cc1
0.6	0.9	0	42	1.3	2	6	9	-7	Cc1ccc(N=C(NO)c2nonc2N)cc1
/	/	7	/	/	-14	2	/	17	CCCCNC(=O)CSc1nnc(Cc2ccccc2)n1CC
1	1.1	1	1	0.8	-8	0	-7	-3	O=S(=O)(Cc1ccc(Cl)cc1)Nc1ccc2c(c1)OCO2
1	0.5	/	3	0.9	/	/	52*	/	COc1cccc(-n2c(SCC(N)=O)nc3c([nH]c4ccccc43)c2=O)c1

Records above printed as active in CYP2C9 inh.
CYP2C19 act	CYP2C9 activ	EphB4 ephrin blk	CYP2C19 inhib	PLAP act	PLK1 kinase inh	Rev-RRE block	CYP2C9 inh	PLK1 PBD inh	canonical_smiles
0.4	0	3	62*	0.9	-2	20	98*	11	Cc1ccc(-c2csc(N(CCc3ccccc3)C(=O)COc3ccccc3)n2)cc1
0.1	0.3	/	90*	1.7	/	/	72*	/	COc1nc(N(C)C)nc(N(OC)S(=O)(=O)c2ccccc2Cl)n1
0.8	0.4	-1	24	1	-12	4	60*	4	Fc1ccccc1N1CC(c2ccccc2)C(c2cccs2)=N1 (stereo unspecified)
1	0.5	/	3	0.9	/	/	52*	/	COc1cccc(-n2c(SCC(N)=O)nc3c([nH]c4ccccc43)c2=O)c1

Going on with the list:
CYP2C19 act	CYP2C9 activ	EphB4 ephrin blk	CYP2C19 inhib	PLAP act	PLK1 kinase inh	Rev-RRE block	CYP2C9 inh	PLK1 PBD inh	canonical_smiles
/	/	0	/	/	-22	3	/	-12	CCOC(=O)C1CCCN(C(=O)c2cn(CC(C)C)c(=O)c3cc(OC)c(OC)cc23)C1 (stereo unspecified)
/	/	1	/	/	-4	6	/	-7	O=C(N/N=C/c1cccs1)c1cccc2cc[nH]c12
0.9	0.7	-4	10	1.2	-9	5	25	-9	Cc1cc(NCCCN)nc(-c2ccccc2O)n1
1.2	1.1	/	-20	1.2	/	/	-9	/	COCc1cc(=O)n2c(-c3ccc(C)cc3)n[nH]c2n1
1	0.9	-9	-4	1.4	-5	-2	13	-9	O=C(c1ccccc1)N1CCC(c2nc(-c3ccc(S(=O)(=O)N4CCOCC4)cc3)no2)CC1
1	0.6	-4	-1	1.4	-5	0	44	-9	CCn1cc(C(=O)NCC2CCCO2)c(=O)c2cc(S(=O)(=O)N3CCC(C)CC3)ccc21 (stereo unspecified)
/	/	-2	/	/	4	6	/	15	COc1cc(C(c2sc3nc(C)nn3c2O)N2CCOCC2)cc(OC)c1OC (stereo unspecified)
0.6	1.1	-8	42	1	14	98*[fluorescence artefact?]	-8	-5	COc1ccc(-c2cn3nc4c(nc3n2)CCCC4)cc1
0.1	0.8	3	88*	0.7	-11	15	18	-30	NC(=O)C(c1ccc(Cl)cc1Cl)c1ncc(C(F)(F)F)cc1Cl (stereo unspecified)
0.2	0.6	/	79*	0.8	/	/	38	/	O=C(c1ccccc1)n1c(=S)nc2ccccn21
1.1	1.1	-3	-9	0.9	-9	4	-12	-8	Nc1nc(SCC(=O)N2CCCC2)[nH]c(=O)c1-c1ccccc1
1.1	0.6	/	-15	0.9	/	/	38	/	Cc1cc(C)nc(-n2nc(C)cc2NC(=O)c2cc(=O)c3ccccc3o2)n1
0.9	0.9	2	7	1	-3	6	14	-13	CS(=O)(=O)Nc1ccccc1C(=O)N1CCCC1
0.8	0.9	-2	22	0.7	-11	5	6	15	N#Cc1c2c(nc(N)c1-c1ccccc1)CCCCC2
0.7	1	1	26	1.1	-3	10	-2	0	CS(=O)(=O)N(CC(=O)N1CCCCC1)c1ccc2c(c1)OCO2
/	/	-2	/	/	-9	4	/	-8	COc1ccc(OC)c(CN(CCCN2CCOCC2)C(=O)Nc2ccccc2)c1
0.2	0.4	-7	82*	1.5	6	-1	65*	6	CCOC(=O)C1CCN(C(=O)COc2ccc(Br)cc2)CC1
0.9	1	-9	12	1.5	-2	-2	4	-18	Cn1c(=O)c2c(nc(CN3CCC(C(N)=O)CC3)n2Cc2ccccc2F)n(C)c1=O
0.1	0.6	-3	92*	1.2	-9	1	38	-9	COc1ccccc1N1CCN(C(=O)CSc2nnc3n2C(C)(C)Cc2ccccc2-3)CC1
0.1	0.9	-2	85*	0.9	-10	-4	9	14	Cc1ccc(NC(=O)CCn2cccc2)cc1C

Looked up one by one from above (four):
CYP2C19 act	CYP2C9 activ	EphB4 ephrin blk	CYP2C19 inhib	PLAP act	PLK1 kinase inh	Rev-RRE block	CYP2C9 inh	PLK1 PBD inh	canonical_smiles
1.1	0.6	/	-15	0.9	/	/	38	/	Cc1cc(C)nc(-n2nc(C)cc2NC(=O)c2cc(=O)c3ccccc3o2)n1
0.2	0.4	-7	82*	1.5	6	-1	65*	6	CCOC(=O)C1CCN(C(=O)COc2ccc(Br)cc2)CC1
1.1	1.1	-3	-9	0.9	-9	4	-12	-8	Nc1nc(SCC(=O)N2CCCC2)[nH]c(=O)c1-c1ccccc1
0.1	0.6	-3	92*	1.2	-9	1	38	-9	COc1ccccc1N1CCN(C(=O)CSc2nnc3n2C(C)(C)Cc2ccccc2-3)CC1

(more compounds)
CYP2C19 act	CYP2C9 activ	EphB4 ephrin blk	CYP2C19 inhib	PLAP act	PLK1 kinase inh	Rev-RRE block	CYP2C9 inh	PLK1 PBD inh	canonical_smiles
0.7	0.7	-9	29	0.7	-13	6	32	-19	COc1cccc(C(=O)Nc2cc(NC(=O)c3ccco3)ccc2OC)c1
0.7	0.9	2	33	1	4	3	8	6	Cc1ccc(Sc2c([N+](=O)[O-])ncn2C)cc1
0.6	0.6	2	41	0.9	-3	-5	38	-2	CCOC(=O)C1CCN(c2c(N(C)Cc3ccco3)c(=O)c2=O)CC1
1.1	1	0	-8	1.1	1	5	2	-22	CCOc1ccc(CNC(=O)NS(=O)(=O)c2ccc(OC)cc2)cc1
0.2	0.8	-2	80*	1.8	-4	2	15	-7	Cc1nc2sc(C(c3cccc(F)c3)N3CCC(C)CC3)c(O)n2n1 (stereo unspecified)
0.7	0.7	2	27	1.3	-12	6	32	7	CC(=O)Oc1ccc(N(C(C)=O)S(=O)(=O)c2cccs2)cc1
0.9	0.9	2	8	1.2	-13	5	8	-6	O=C(NC1CCCC1)c1cnn2c(C(F)(F)F)cc(-c3ccco3)nc12
0.9	0.9	1	13	1.2	-6	8	7	-17	CC1(C)CC(=O)c2cc(OCC(=O)NCCN3CCOCC3)ccc2O1
1.2	0.9	0	-20	1.2	-12	3	11	-1	CCC(Cc1ccccc1)NC(=O)C1CCN(S(=O)(=O)c2c(C)noc2C)CC1 (stereo unspecified)
0.6	0.8	/	43	1.1	/	/	24	/	O=C1c2ccccc2C(Nc2cccnc2)N1Cc1ccccc1Cl (stereo unspecified)
0.7	0.8	/	32	1.6	/	/	24	/	COc1ccccc1N1CCN(CCNC(=O)Nc2cccc(C)c2C)CC1
1	0.9	-2	-5	1.5	-9	3	7	-8	O=C(NCCN1CCN(c2ccccc2F)CC1)C1CCCN(S(=O)(=O)c2cnc[nH]2)C1 (stereo unspecified)
0.7	0.7	/	34	1.6	/	/	26	/	Cn1c(=O)c2c(nc(NCCCN3CCOCC3)n2Cc2ccc(Cl)cc2Cl)n(C)c1=O
0.1	0	5	94*	1.5	1	14	96*	-23	Cc1ccc(N(CC(O)Cn2c3ccccc3c3ccccc32)S(C)(=O)=O)cc1 (stereo unspecified)
/	/	-4	/	/	-7	5	/	-6	Cc1ccc(NC2=C(Cl)C(=O)OC2OC(=O)c2ccco2)c(C)c1 (stereo unspecified)
0.3	0.4	-9	66*	1.6	-8	9	64*	-19	Cc1nn2c(c1-c1ccccc1)N=C(c1ccco1)CC2c1ccccc1 (stereo unspecified)
0.7	0.5	2	28	1.1	-36	94*[fluorescence artefact?]	49	-57	CCCN1C(=O)/C(=C/c2c(NCCCOC(C)C)nc3c(C)cccn3c2=O)SC1=S
0.9	0.9	0	14	0.9	-4	-1	14	-17	Cc1cc2ncn(S(=O)(=O)N(C)C)c2cc1C
/	/	-2	/	/	-10	15	/	9	CCCc1cc(=O)[nH]c(/N=C(/NC(=O)c2ccccc2)Nc2ccc3c(c2)OCCO3)n1
0.9	1	-6	13	1.2	-10	1	-2	-30	Cc1csc(N(C(=O)c2cccc(S(=O)(=O)N3CCCC3)c2)c2ccccc2)n1
0.7	1.3	-4	29	0.9	-12	0	-28	5	CCS(=O)(=O)CCSc1nc(C)cc(C)c1C#N
1	1	3	4	1.4	1	8	-5	-12	Cc1ccc(C)n1-c1ccc(C(=O)N2CCOCC2)cc1
0.7	0.5	-1	34	1.2	-11	2	47	-22	CCOC(=O)c1cc2c(ccn2C)n1CC(=O)N1CCN(c2ccccc2)CC1
0.2	0.8	/	81*	1	/	/	16	/	O=C(CN1C(=O)COc2ccccc21)NCCC1=CCCCC1
0.5	0.2	2	46	1.5	-10	2	80*	-36	O=C(COC(=O)CCC(=O)c1cccs1)Nc1cc(S(=O)(=O)N2CCOCC2)ccc1Cl
